Assay outcomes (PubChem)
Growth percent in the NCI-60 one-dose screen (48 h, 10 µM unless noted): 100 = growth as untreated, 0 = no growth, -100 = all killed.
MOLT-4: MOLT-4 leukemia cells; hit rate 6.9% among 80,000
EKVX: EKVX NSCLC; hit rate 3% among 71,000
HOP-92: HOP-92 NSCLC cells | hit rate 6.3% among 71,000 | AID 1794738
RPMI-8226: RPMI-8226 leukemia cells; hit rate 7.5% among 77,000
A549/ATCC: A549/ATCC NSCLC; hit rate 3.7% among 81,000; AID 1794740
HOP-62: HOP-62 NSCLC | AID 1794735 | hit rate 3.9% among 80,000
SR: SR leukemia cells. hit rate 8.7% among 73,000. AID 1794780
CCRF-CEM: CCRF-CEM leukemia; hit rate 7% among 77,000
Active calls of the source: *; & = joins results of further samples; [ ] = dose if it differs, or a comment. Rule for the calls: active = growth percent below 10; inactive = the rest.

`COc1ccc(N(CC(=O)NCCC[Te]c2ccccc2)C(=O)CNC(=O)OC(C)(C)C)cc1` gave MOLT-4 12.1, EKVX -5.0*, HOP-92 -19.9*, RPMI-8226 13.0, A549/ATCC -9.3*, HOP-62 1.9*, SR 12.7 and CCRF-CEM 14.0.
O=c1cc(CCl)occ1O was read as MOLT-4 101.6, EKVX 106.8, HOP-92 107.3, RPMI-8226 110.3, A549/ATCC 97.7, HOP-62 115.6 and SR 114.0.
For Fc1ccc(N2COOC3(CCCCC3)OOC2)cc1 the results were MOLT-4 110.2, EKVX 106.4, HOP-92 116.3, RPMI-8226 111.6, A549/ATCC 100.2, HOP-62 92.3, SR 113.1 and CCRF-CEM 108.0.
`CC(C)(NC(=O)O[C@@H]1CN2CCC1CC2)c1csc(-c2cccc(O)c2)n1` gave MOLT-4 96.5, EKVX 92.9, RPMI-8226 106.2, A549/ATCC 95.5, HOP-62 86.7, SR 109.3 and CCRF-CEM 100.4.
`CCC/C(=N/OC(=O)N(C)C)c1ccccc1` gave MOLT-4 96.1, EKVX 134.9, HOP-92 102.9, RPMI-8226 120.8, A549/ATCC 100.7, HOP-62 105.7, SR 94.1 and CCRF-CEM 107.8.
COc1cc(/C=C/[N+](=O)[O-])cc(OC)c1OC was read as MOLT-4 8.2*, EKVX 73.6, HOP-92 58.1, RPMI-8226 -27.6*, A549/ATCC 54.2, HOP-62 16.8 and SR -17.7*.
Screening O=C1NC(=S)NC(=O)C1=Cc1ccc(OCC(=O)N2CCCC2)cc1 returned MOLT-4 104.6, EKVX 92.6, HOP-92 100.8, RPMI-8226 100.9, A549/ATCC 96.8, HOP-62 94.0, SR 92.4 and CCRF-CEM 108.9.
Screening C[As](=O)(O)c1ccc(C(=O)O)cc1 returned MOLT-4 110.5, RPMI-8226 101.4, A549/ATCC 105.8, HOP-62 108.1 and SR 118.1.
For CC(=O)c1ccc(C(=O)NCC2CCC3(CC2)OOC2(CCCCC2)OO3)cc1 the results were MOLT-4 63.4, EKVX -1.8*, HOP-92 -31.4*, RPMI-8226 69.3, A549/ATCC 23.5, HOP-62 16.4, SR 39.0 and CCRF-CEM 31.9.
For COC(=O)C1=C(OC)C(=O)OC12C(=O)N(C)c1ccc(Cl)cc12 (stereo not drawn) the results were MOLT-4 110.9, EKVX 101.5, HOP-92 111.2, RPMI-8226 116.3, A549/ATCC 98.4, HOP-62 111.9, SR 57.1 and CCRF-CEM 103.5.
`Nc1ccc([As](=O)(O)O)cc1` gave MOLT-4 101.4, EKVX 92.5, HOP-92 114.0, RPMI-8226 98.5, A549/ATCC 100.3, HOP-62 118.9, SR 98.8 and CCRF-CEM 98.8.
`CC1OC(=O)C(C(C)C)NC(=O)C(C(C)C)OC(=O)C(C(C)C)NC(=O)C(C)OC(=O)C(C(C)C)NC(=O)C(C(C)C)OC(=O)C(C(C)C)NC(=O)C(C)OC(=O)C(C(C)C)NC(=O)C(C(C)C)OC(=O)C(C(C)C)NC1=O` (stereo not drawn) gave MOLT-4 -26.4*, EKVX -23.9*, HOP-92 -38.8*, RPMI-8226 -23.2*, A549/ATCC -41.2*, HOP-62 -50.0*, SR -14.6* and CCRF-CEM -20.1*.
`CCCCCCCCC(=O)NCc1ccc(O)c(OC)c1` gave MOLT-4 84.9&97.2, EKVX 103.2, HOP-92 90.3, RPMI-8226 87.6, A549/ATCC 97.9, HOP-62 86.7&109.3, SR 85.3 and CCRF-CEM 86.7.
Screening C=C[C@H]1CN2CC[C@H]1C[C@@H]2[C@@H](OC(=O)OCC)c1ccnc2ccc(OC)cc12 returned EKVX 99.3, HOP-92 96.1, A549/ATCC 96.2, HOP-62 97.3 and CCRF-CEM 98.5.
Screening O=C1C(=Cc2cn(Cc3ccccc3)c3ccccc23)C(=O)N(Cc2ccccc2)C(=O)N1Cc1ccccc1 returned MOLT-4 95.2, EKVX 97.5, HOP-92 90.9, RPMI-8226 93.2, A549/ATCC 80.1, HOP-62 85.5, SR 87.2 and CCRF-CEM 117.9.
CSc1cccc(NP2(=O)OCC(C)([N+](=O)[O-])CO2)c1 (stereo not drawn) was read as MOLT-4 85.9, EKVX 90.2, RPMI-8226 93.7, A549/ATCC 100.9, SR 99.5 and CCRF-CEM 84.0.
`CC[C@H](C)[C@H](NC(=O)C12CC(NC(C)=O)(C1)C2)C(=O)N(C)[C@H](C[C@@H](OC(C)=O)c1nc(C(=O)N[C@@H](Cc2ccccc2)C[C@H](C)C(=O)OC)cs1)C(C)C` gave MOLT-4 21.4, EKVX 38.3, HOP-92 19.9, RPMI-8226 6.6*, A549/ATCC 22.6, HOP-62 20.3, SR 20.8 and CCRF-CEM 12.2.
Screening CCCCCN(C)CCC(O)(P(=O)(O)O)P(=O)(O)O returned MOLT-4 78.4, EKVX 101.1, HOP-92 97.4, RPMI-8226 107.2, A549/ATCC 106.2, SR 91.1 and CCRF-CEM 102.5.
Screening CCCCCNC1C2[N+]3=c4c5c(c(O)c6c4=C(C=N6)CC3)NCCC51C(O)C(Br)C2(O)O (stereo not drawn) returned MOLT-4 97.2, EKVX 101.4, HOP-92 105.7, RPMI-8226 89.2, A549/ATCC 97.5, HOP-62 102.9, SR 105.0 and CCRF-CEM 98.6.
Screening C#Cc1cccc(NC(=O)Nc2cccc(NS(=O)(=O)F)c2)c1 returned MOLT-4 98.1[8.25 µM], EKVX 97.9[8.25 µM], HOP-92 134.0[8.25 µM], RPMI-8226 80.5[8.25 µM], A549/ATCC 95.3[8.25 µM], HOP-62 110.2[8.25 µM], SR 91.9[8.25 µM] and CCRF-CEM 77.8[8.25 µM].
For NC(CCSC(c1ccccc1)c1ccccc1)C(=O)O (stereo not drawn) the results were MOLT-4 93.7, HOP-92 99.1, RPMI-8226 101.9, A549/ATCC 91.0, HOP-62 107.6, SR 91.0 and CCRF-CEM 106.1.
For Cc1cccc(CCN)c1 the results were MOLT-4 94.1, EKVX 101.2, HOP-92 84.2, RPMI-8226 107.5, A549/ATCC 95.7, HOP-62 104.7, SR 97.0 and CCRF-CEM 107.5.
For O=C(CN1CCCCC1)c1ccc(-c2ccccc2)cc1 the results were MOLT-4 90.2, EKVX 90.4, HOP-92 94.2, RPMI-8226 104.8, A549/ATCC 86.8, HOP-62 91.9, SR 94.7 and CCRF-CEM 97.8.
`C[n+]1c(-c2ccccc2)ccc2ccccc21` gave MOLT-4 88.9, EKVX 44.7, HOP-92 85.9, RPMI-8226 79.2, A549/ATCC 58.0, HOP-62 86.7, SR 67.1 and CCRF-CEM 93.1.
Screening O=S(=O)(O)C(Br)(Br)Br returned MOLT-4 94.9, HOP-92 96.6, A549/ATCC 103.6, HOP-62 95.2, SR 91.3 and CCRF-CEM 94.8.
NNCc1ccccc1 was read as MOLT-4 101.5, EKVX 92.2, HOP-92 92.1, RPMI-8226 105.9, A549/ATCC 98.6, HOP-62 106.4, SR 111.9 and CCRF-CEM 105.4.
CCOC(=O)/C(=C\c1ccc(C(F)(F)F)cc1)[Se]c1ccccc1 was read as MOLT-4 101.0, EKVX 105.3, HOP-92 78.2, RPMI-8226 97.9, A549/ATCC 94.1, HOP-62 98.0 and CCRF-CEM 91.4.
Screening CC1=C(CCCNS(C)(=O)=O)C2=C(C)C3(CC3)[C@@](C)(O)C(=O)C2=C1 returned MOLT-4 90.2, EKVX 1.6*, HOP-92 -25.7*, RPMI-8226 97.0, A549/ATCC 2.7*, HOP-62 -20.5*, SR 92.8 and CCRF-CEM 90.9.
`Cc1cccc(CC#N)c1` gave MOLT-4 92.0, EKVX 96.1, HOP-92 101.4, RPMI-8226 117.4, A549/ATCC 69.6, HOP-62 82.2, SR 92.8 and CCRF-CEM 108.6.
For CCC(CO)NC(=O)C1C=C2c3cccc4[nH]cc(c34)CC2N(C)C1 (stereo not drawn) the results were EKVX 183.0, HOP-92 97.5, RPMI-8226 98.1, A549/ATCC 99.0, HOP-62 91.3, SR 124.7 and CCRF-CEM 103.9.
`COc1cc2c(c(Br)c1OC)[C@@H]1N(CC2)C(=O)c2ccccc2[C@]1(C)C(=O)O` gave MOLT-4 98.7, EKVX 101.3, HOP-92 107.3, RPMI-8226 107.5, A549/ATCC 103.4, HOP-62 101.9, SR 108.1 and CCRF-CEM 101.9.
`CC1=C2C(=C[C@@](C)(COC(=O)c3ccc(S(=O)(=O)F)cc3)[C@@H]2OC(=O)c2ccc(S(=O)(=O)F)cc2)C(=O)[C@](C)(O)C12CC2` gave MOLT-4 23.4, EKVX 23.6, HOP-92 -17.1*, RPMI-8226 67.0, A549/ATCC 2.9*, HOP-62 -20.3*, SR 16.3 and CCRF-CEM 36.3.
`c1ccc2sc(SNC3CCCCC3)nc2c1` gave MOLT-4 47.1, EKVX 105.5, HOP-92 61.5, RPMI-8226 65.6, A549/ATCC 44.2, HOP-62 86.3 and CCRF-CEM 87.2.
Screening Nc1ccc(N=Nc2ccccc2)cc1 returned MOLT-4 78.1, HOP-92 82.4, RPMI-8226 85.8, A549/ATCC 88.1, HOP-62 96.9, SR 73.9 and CCRF-CEM 45.8.
Screening CN1CCC(c2c[nH]c3ccccc23)C1 (stereo not drawn) returned MOLT-4 105.0, EKVX 98.1, HOP-92 92.9, RPMI-8226 79.7, A549/ATCC 121.7, HOP-62 84.3, SR 96.6 and CCRF-CEM 98.7.
O=[N+]([O-])O[C@H]1CO[C@H]2[C@@H]1OC[C@H]2O[N+](=O)[O-] was read as MOLT-4 93.4&109.2, EKVX 102.1&96.1, HOP-92 63.5&97.9, RPMI-8226 99.3&99.6, A549/ATCC 100.7&117.6, HOP-62 98.6&101.5, SR 104.5 and CCRF-CEM 95.5.
CCCCCCCCOP(OCCCCCCCC)OCCCCCCCC was read as MOLT-4 91.0, EKVX 114.8, HOP-92 90.7, RPMI-8226 110.9, A549/ATCC 90.7, HOP-62 98.1, SR 88.4 and CCRF-CEM 115.8.
For CCC(=O)OC1CCC2C3CCC4=C(SC(C)=O)C(=O)CCC4(C)C3CCC12C (stereo not drawn) the results were MOLT-4 64.3, HOP-92 146.2, RPMI-8226 95.2, A549/ATCC 82.0, HOP-62 94.2 and SR 78.3.
`CC12CCC(=O)C=C1CC(N1CC1)C1C2CCC2(C)C(O)CCC12` (stereo not drawn) gave MOLT-4 26.8, EKVX 87.4, RPMI-8226 113.0, A549/ATCC 68.9, HOP-62 89.7 and CCRF-CEM 58.0.
O=C(O)c1ccccc1N(CCO)CCCl was read as MOLT-4 98.3, EKVX 117.6, HOP-92 79.3, RPMI-8226 103.4, A549/ATCC 98.1, HOP-62 95.1, SR 84.2 and CCRF-CEM -3.5*.
`Cc1sc2nc(N3CCNCC3)[nH]c(=O)c2c1C` gave MOLT-4 109.4, EKVX 100.9, HOP-92 88.6, RPMI-8226 103.4, A549/ATCC 93.8, HOP-62 85.9, SR 101.3 and CCRF-CEM 110.5.
Screening CC1[C@H](C)OC(=O)CC(O)CC(O)CC(O)CCC(O)C(O)C[C@]2(O)CC(O)C(C(=O)O)C(CC(OC3O[C@H](C)[C@@H](O)[C@H](N)[C@@H]3O)/C=C/C=C/C=C/C=C/CC/C=C/C=C/[C@H](C)[C@H]1O)O2 (stereo partly drawn) returned MOLT-4 122.4, EKVX 103.6, HOP-92 101.3, RPMI-8226 106.1, A549/ATCC 97.8, HOP-62 104.8 and CCRF-CEM 90.6.
For C=CCNC(=S)Nc1ccc(OC(=O)Nc2ccc(Cl)c(Cl)c2)cc1 the results were MOLT-4 110.6, EKVX 100.4, RPMI-8226 103.8, A549/ATCC 91.7, HOP-62 88.8, SR 98.8 and CCRF-CEM 126.4.

Structures from the list above that contain an aryl methoxy group, in the order listed:
`COc1ccc(N(CC(=O)NCCC[Te]c2ccccc2)C(=O)CNC(=O)OC(C)(C)C)cc1` gave MOLT-4 12.1, EKVX -5.0*, HOP-92 -19.9*, RPMI-8226 13.0, A549/ATCC -9.3*, HOP-62 1.9*, SR 12.7 and CCRF-CEM 14.0.
COc1cc(/C=C/[N+](=O)[O-])cc(OC)c1OC was read as MOLT-4 8.2*, EKVX 73.6, HOP-92 58.1, RPMI-8226 -27.6*, A549/ATCC 54.2, HOP-62 16.8 and SR -17.7*.
`CCCCCCCCC(=O)NCc1ccc(O)c(OC)c1` gave MOLT-4 84.9&97.2, EKVX 103.2, HOP-92 90.3, RPMI-8226 87.6, A549/ATCC 97.9, HOP-62 86.7&109.3, SR 85.3 and CCRF-CEM 86.7.
Screening C=C[C@H]1CN2CC[C@H]1C[C@@H]2[C@@H](OC(=O)OCC)c1ccnc2ccc(OC)cc12 returned EKVX 99.3, HOP-92 96.1, A549/ATCC 96.2, HOP-62 97.3 and CCRF-CEM 98.5.
`COc1cc2c(c(Br)c1OC)[C@@H]1N(CC2)C(=O)c2ccccc2[C@]1(C)C(=O)O` gave MOLT-4 98.7, EKVX 101.3, HOP-92 107.3, RPMI-8226 107.5, A549/ATCC 103.4, HOP-62 101.9, SR 108.1 and CCRF-CEM 101.9.

3 entries from above, sorted by molar mass, rising:
For Cc1cccc(CCN)c1 the results were MOLT-4 94.1, EKVX 101.2, HOP-92 84.2, RPMI-8226 107.5, A549/ATCC 95.7, HOP-62 104.7, SR 97.0 and CCRF-CEM 107.5.
O=[N+]([O-])O[C@H]1CO[C@H]2[C@@H]1OC[C@H]2O[N+](=O)[O-] was read as MOLT-4 93.4&109.2, EKVX 102.1&96.1, HOP-92 63.5&97.9, RPMI-8226 99.3&99.6, A549/ATCC 100.7&117.6, HOP-62 98.6&101.5, SR 104.5 and CCRF-CEM 95.5.
`CC1=C2C(=C[C@@](C)(COC(=O)c3ccc(S(=O)(=O)F)cc3)[C@@H]2OC(=O)c2ccc(S(=O)(=O)F)cc2)C(=O)[C@](C)(O)C12CC2` gave MOLT-4 23.4, EKVX 23.6, HOP-92 -17.1*, RPMI-8226 67.0, A549/ATCC 2.9*, HOP-62 -20.3*, SR 16.3 and CCRF-CEM 36.3.

This is a subset (hit frequency here may not be typical).
